High-throughput results deposited in PubChem BioAssay by several laboratories.
CHRM5 antagonist = human M5 muscarinic receptor antagonists, primary screen, CHO cells, Fluo-8 calcium fluorescence. inhibition, % at 3 µM. CHO-hM5 cells, ACh EC80. actives 0.59% (n = 360,000);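 active = inhibition above a per-plate cutoff, the mean of that plate's test compounds plus 3 SD, cut at about 27% in these data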;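 note: 0% = acetylcholine EC80 with DMSO and 100% = DMSO without agonist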
Target sequence (P08912 whole entry, looked up): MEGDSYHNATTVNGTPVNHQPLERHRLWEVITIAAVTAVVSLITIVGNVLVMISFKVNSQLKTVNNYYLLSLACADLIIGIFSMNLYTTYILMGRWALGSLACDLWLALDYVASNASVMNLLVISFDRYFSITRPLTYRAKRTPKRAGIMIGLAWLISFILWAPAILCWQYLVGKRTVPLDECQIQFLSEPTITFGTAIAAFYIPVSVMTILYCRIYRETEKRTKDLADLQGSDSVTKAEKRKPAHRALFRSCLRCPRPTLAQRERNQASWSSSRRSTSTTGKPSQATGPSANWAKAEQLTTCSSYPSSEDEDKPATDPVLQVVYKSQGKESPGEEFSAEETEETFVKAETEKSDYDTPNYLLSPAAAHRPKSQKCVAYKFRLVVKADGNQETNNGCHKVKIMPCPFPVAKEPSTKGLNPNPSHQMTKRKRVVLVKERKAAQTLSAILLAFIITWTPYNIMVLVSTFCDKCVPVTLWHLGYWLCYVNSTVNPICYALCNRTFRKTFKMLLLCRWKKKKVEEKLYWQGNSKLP
CRFR2-BP antag = antagonists of CRF-BP/CRF-R2 complex, primary screen, cell-based, HEK293, calcium dye fluorescence, uHTS; CRF-induced calcium fluorescence; inhibition, % at 11.8 µM; actives 0.59% (n = 350,000); AID 588475, 2011;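 active = inhibition of the ligand-induced calcium signal above about 50% at the single tested concentration, limit read from the data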
CHRM5 agonist = human M5 muscarinic receptor agonists, primary screen, CHO-K1 cells, Fluo-8 calcium fluorescence; Muscarinic acetylcholine receptor M5 (Homo sapiens), P08912; CHO-K1 hM5 cells; 0% DMSO wells, 100% maximal acetylcholine response; activation, % at 3 µM; actives 0.19% (n = 360,000); AID 624037, 2012;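 active = activation above the run's mean over test compounds plus 3 SD, cut at about 23% in these data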;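 note: signal is peak over basal fluorescence ratio across the kinetic read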
M4 PAM = human M4 muscarinic receptor positive allosteric modulators, primary screen, CHO-K1 cells, Fluo-8 calcium fluorescence; CHO-K1 hM4/Gqi5, ACh EC20; 0% = ACh EC20, 100% = maximal ACh; activation, % at 3 µM; actives 0.4% (n = 360,000); AID 624126, 2012;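 active = activation above its plate's cutoff, the mean activation of sample wells plus 3 SD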; note: some results filed as inactive read as strong as hits
Target sequence (P08173 whole entry, looked up): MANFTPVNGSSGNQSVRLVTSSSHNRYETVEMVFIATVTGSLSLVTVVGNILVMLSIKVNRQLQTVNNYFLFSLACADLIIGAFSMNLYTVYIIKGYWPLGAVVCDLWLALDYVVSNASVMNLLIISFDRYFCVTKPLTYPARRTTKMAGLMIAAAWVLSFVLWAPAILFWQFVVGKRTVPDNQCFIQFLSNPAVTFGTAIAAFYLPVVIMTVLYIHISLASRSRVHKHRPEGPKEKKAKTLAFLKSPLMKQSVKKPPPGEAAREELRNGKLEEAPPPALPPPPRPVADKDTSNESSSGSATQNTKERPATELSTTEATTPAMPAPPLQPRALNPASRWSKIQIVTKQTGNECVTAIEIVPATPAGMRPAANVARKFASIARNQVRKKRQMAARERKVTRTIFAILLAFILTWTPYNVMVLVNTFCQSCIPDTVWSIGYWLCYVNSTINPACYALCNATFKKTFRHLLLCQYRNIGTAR
IDE cell inh = human IDE inhibitors in live cells, primary screen, fluorescence polarization, HEK cells, FAbetaB substrate; inhibition, % at 5.59 µM; FAbetaB cleavage; Insulin-degrading enzyme (Homo sapiens), P14735; actives 0.41% (n = 320,000); AID 434962, 2010;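 active = percent inhibition above the average of all tested compounds plus 3 SD, set per screening campaign, cut at about 16% in these data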;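 note: IDE supplied by intact live HEK cells; FP after avidin binding of uncleaved biotin substrate so inhibition keeps polarization high; 0% = DMSO wells and 100% = 60 µM reference IDE inhibitor Ii1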
M4 antag = human M4 muscarinic receptor antagonists, primary screen, CHO cells, Fluo-8 calcium fluorescence | Muscarinic acetylcholine receptor M4 (Homo sapiens), P08173 | CHO-hM4 cells, ACh EC80 | inhibition, % at 3 µM | actives 0.73% (n = 360,000);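 active = inhibition above its plate's cutoff, the mean inhibition of sample wells plus 3 SD, cut at about 27% in these data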;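 note: 0% = acetylcholine EC80 with DMSO and 100% = DMSO without agonist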
M5 PAM = human M5 muscarinic receptor positive allosteric modulators, primary screen, CHO-K1 cells, Fluo-8 calcium fluorescence | CHO-K1 hM5, ACh EC20 PAM; 0% = ACh EC20, 100% = ACh EC100 | actives 0.3% (n = 360,000) | activation, % at 3 µM | Muscarinic acetylcholine receptor M5 (Homo sapiens), P08912 | AID 624038, 2012;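 active = activation above the run cutoff, the mean activation of all test compounds plus 3 SD, cut at about 18% in these data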
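Assay system: CHO-K1 hM5 cells / Incubation: Fluo-8 loading 80 min at 37 °C plus 30 min room temperature / Technique: Fluo-8 calcium dye fluorescence, kinetic read / Repeats: single replicate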
CHRM4 agonist = human M4 muscarinic receptor agonists, primary screen, CHO-K1 cells, Fluo-8 calcium fluorescence. Muscarinic acetylcholine receptor M4 (Homo sapiens), P08173. CHO-K1 hM4/Gqi5; vehicle 0%, full acetylcholine response 100%. activation, % at 3 µM. actives 0.14% (n = 360,000);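 active = activation above the run mean over all test wells plus 3 SD, cut at about 32% in these data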;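 note: peak over basal fluorescence ratio per well then scaled between controls; 0% = DMSO wells and 100% = acetylcholine at EC100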
CRFBP-R2 agonist = agonists of CRF-BP/CRF-R2 complex, primary screen, cell-based, HEK293, calcium dye fluorescence, uHTS. calcium dye fluorescence (FLIPR); percent of saturating CRF peptide response. activation, % at 13.2 µM. actives 0.46% (n = 350,000);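 active = activation of at least 50%, plus an integration ratio under a set limit after plate pattern correction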;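 note: plate controls were neutral control wells without compound for no effect and CRF at EC100 for full effect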
* hit, by the source's call; . = no result given; & = joins results of further samples. Hits appear at their usual frequency; overall some 2.9% were active at least once.

The opening 3 compounds, to show the layout:
CHRM4 agonist,CRFR2-BP antag,IDE cell inh,M4 antag,CHRM5 antagonist,M5 PAM,CHRM5 agonist,CRFBP-R2 agonist,M4 PAM,molecule
5,-15,5,21,10,-5,4,-1.2,-8,O=C(/C=C/c1ccc(O)c(O)c1)OCCc1ccccc1
3,-6,-4,-2,12,-6,2,-3.3,0,O=C(NN1CCOCC1)c1cn(-c2ccccc2)nc1-c1cccs1
2,3,-3,-11,7,-3,1,2.2,2,Cc1cccc(C(=O)OCC(=O)N(C)CC(=O)Nc2ccc(Cl)c(C(F)(F)F)c2)c1

Main list, from the start:
CHRM4 agonist,CRFR2-BP antag,IDE cell inh,M4 antag,CHRM5 antagonist,M5 PAM,CHRM5 agonist,CRFBP-R2 agonist,M4 PAM,molecule
5,-15,5,21,10,-5,4,-1.2,-8,O=C(/C=C/c1ccc(O)c(O)c1)OCCc1ccccc1
3,-6,-4,-2,12,-6,2,-3.3,0,O=C(NN1CCOCC1)c1cn(-c2ccccc2)nc1-c1cccs1
2,3,-3,-11,7,-3,1,2.2,2,Cc1cccc(C(=O)OCC(=O)N(C)CC(=O)Nc2ccc(Cl)c(C(F)(F)F)c2)c1
0,9,-3,5,2,-5,-2,-1.5,-2,CC1(C)CC(=O)C2=C(C1)OC(N)=C(C#N)C2c1cn(-c2ccccc2)nc1-c1ccc(F)cc1 (configuration not stated)
0,-30,.,7,12,-3,-6,5.4,-1,Cc1ccc(C#N)c(SCCN2CCCCC2)n1
1,0,1,-5,8,0,-3,2.2,-1,N=c1c(C(=O)NCCN2CCOCC2)cc2c(=O)n3ccccc3nc2n1CCCN1CCOCC1
10,4,1,-2,3,-3,1,0.2,-2,CCNc1nc(NCc2ccccc2)nc(SCC(=O)Nc2ccccc2)n1
5,24,1,6,3,-9,-2,-1.2,0,Cc1nc(N2CCN(Cc3nc4ccccc4[nH]3)CC2)c2oc3ccccc3c2n1
3,2,-1,-4,10,-10,-8,-0.2,3,COc1ccc2[nH]c3c(=O)n(Cc4ccco4)cnc3c2c1
11,5,4,-3,11,-5,4,-0.5,8,CCC1CCCCN1C(=O)CSc1n[nH]c(N)n1 (configuration not stated)
1,-6,.,-4,-2,3,5,0.7,7,CCOC(=O)c1[nH]c(=S)[nH]c1C
1,.,.,-6,1,-2,1,.,0,CCOC(=O)[C@]12CCC=C1N(Cc1cccc3ccccc13)C(=O)[C@H](CC(=O)NCc1cccc3ccccc13)C2
5&5,-2&15,0,1&3,8&-4,-7&0,3&3,14&9.8,-5&-9,CCOC(=O)c1cc2c(=O)n3cccc(C)c3nc2n(Cc2ccco2)c1=NC(=O)c1ccccc1
2,-4,.,-1,5,0,4,0.7,7,COc1ccc(NC(=O)CN2C(=O)NC3(CCCCCCC3)C2=O)cc1
2,6,-10,3,0,-1,-4,-4.5,9,C/C(=N\Nc1ccc(C#N)cc1[N+](=O)[O-])c1ccc(O)cc1
6,-5,-1,-5,1,4,4,0.6,-1,N[C@@H](Cc1ccccc1)c1nnc(SC/C=C/c2ccccc2)o1
1,16,-4,-3,3,7,0,-0.3,4,O=C(CNC(=O)c1ccc(OC(F)F)cc1)NCC1CCCO1 (configuration not stated)
0,10,5,-2,5,-2,2,-3.1,10,O=C(CNC(=O)c1ccc(Cl)cc1Cl)OCN1C(=O)c2ccccc2C1=O
1,13,6,0,2,3,-3,-0.1,7,COc1ccccc1NS(=O)(=O)c1ccc(O)cc1
1,-3,2,-5,0,-4,-2,1.2,0,COc1cc(/C=C/c2[nH]c(=O)[nH]c(=O)c2[N+](=O)[O-])ccc1OCCC(C)C
-1,0,-5,9,6,-5,-9,-0.4,-10,CN(CC1CCCN(CCc2ccc(Cl)cc2)C1)C(=O)c1ccc2nc[nH]c2c1 (configuration not stated)
-1,8,-3,19,2,-3,-4,-0.4,11,Cc1cccc(N(Cc2ccccc2F)S(C)(=O)=O)c1
0,3,-5,-1,4,3,0,0.0,9,CCCS(=O)(=O)C(=C1NCCO1)S(=O)(=O)CCC
0,-1,1,11,1,-3,0,0.0,1,Cc1nc2cc(NC(=O)Nc3nccs3)ccc2n1C
3,1,0,6,-2,-1,2,0.8,-10,O=C(COC(=O)CCc1ccc(S(=O)(=O)N2CCOCC2)cc1)Nc1ncc(C(F)(F)F)cc1Cl
1,2,0,-8,7,-6,-4,-0.4,3,CCCOc1cccc(C(=O)Nc2ccccc2C(=O)N2CCN(C)CC2)c1
0,18,.,-1,5,-1,-9,-0.8,-6,O=c1[nH]c2ccccc2n1C1=CCNCC1
0,7,2,-2,1,-4,0,-0.3,2,COc1ccc(CNn2cnnc2)c(O)c1
5,4,-5,-9,3,-11,3,-2.2,-1,COc1ccc(-c2ccc(SCC(=O)N3c4ccccc4CC3C)nn2)cc1OC (configuration not stated)
-1,3,-6,-17,-6,6,6,-1.2,-3,CC(C)(C)OC(=O)C[C@H]1C/C=C\C[C@@H](CC(=O)N(CCO)Cc2ccccc2)C(=O)NCCOC1=O
-1,.,.,-1,6,-12,-4,.,-12,CCOC(=O)C1=CCC(c2ccc(F)cc2)N(S(=O)(=O)c2ccc(C)cc2)C1 (configuration not stated)
79*,-16,-1,34*,27*,-6,44*,78*,-20,CC(C)Cc1ccc(C(C)C(=O)Nc2ccc(O)cc2)cc1 (configuration not stated)
3,.,.,-13,-9,3,-4,.,0,O=C(C[n+]1cccc(C(=O)Nc2ccccc2)c1)c1ccc(Cl)cc1
2,8,3,-8,-16,5,-2,-1.2,4,Cc1ccsc1/C=N/NC(=O)c1c[nH]c2ccccc12
1,1,5,17,5,4,0,1.3,9,N#CCC(=O)NCCCc1ccccc1
0,2,0,11,2,0,-4,-1.0,-14,CN1CCN(C(=O)c2cn(C)c3ccc(S(=O)(=O)N(C)C4CCCCC4)cc3c2=O)CC1
0,14,1,-5,-1,0,0,2.7,2,Cc1ccccc1NC(=O)c1cccnc1
0,.,.,-19,-5,1,-1,.,6,CCOC(=O)C(=O)N(C)c1c(CC)nc2c(OCc3ccccc3C)cccn12
0,-8,.,-4,5,-2,0,1.0,5,CCCCN(C(=O)c1cc(S(=O)(=O)N2CCCCC2)ccc1Cl)c1c(N)n(CC(C)C)c(=O)[nH]c1=O
1,3,6,-1,-3,3,2,-2.5,12,CS(=O)(=O)NCc1csc(-c2ccccc2)n1
8,-50,6,-3,11,-12,-3,-0.9,-3,O=C(CSc1ccccc1)Nc1ccc(-c2nc3ccccc3[nH]2)cc1
2,0,-2,-5,-2,7,1,-0.8,3,CCOC(=O)N1CCN(C(=O)COC(=O)CNC(=O)c2ccc(C)cc2)CC1
9,36,1,-9,6,-17,-7,-3.4,-5,CC1C(=O)N(Cc2ccc(F)cc2)c2ccccc2N1C(=O)c1c(F)cccc1F (configuration not stated)
1,8,.,-8,8,-8,1,-0.1,0,C[C@@H]1CN([C@@H](C)CO)S(=O)(=O)c2ccc(Br)cc2O[C@H]1CN(C)C(=O)Cc1cccnc1
1,.,1,-8,4,-3,3,.,-1,CC1(NC(=O)CCc2nc3sc4c(c3c(=O)[nH]2)CCCC4)CCS(=O)(=O)C1 (configuration not stated)
9,-11,5,-8,14,-7,-1,-3.9,-3,O=C(NCCc1ccccc1)c1nc(CS(=O)(=O)c2ccc(Cl)cc2)no1
17,20,.,7,16,-25,11,38,-12,O=C(Cc1ccc(Cl)cc1)Nc1ncc([N+](=O)[O-])s1
4,2,.,-7,6,0,1,-1.5,13,O=c1cc(-c2ccccc2)oc2cccc(O)c12
0,2,-1,-1,0,-10,5,0.1,-3,O=C(C1CCCCC1)N1CCCC(c2nc(-c3ccc(F)cc3)no2)C1 (configuration not stated)
-1,9,0,22,7,-12,-1,0.4,-16,CCC(c1ccc(O)cc1)C(CC)c1ccc(O)cc1 (configuration not stated)

Following part
CHRM4 agonist,CRFR2-BP antag,IDE cell inh,M4 antag,CHRM5 antagonist,M5 PAM,CHRM5 agonist,CRFBP-R2 agonist,M4 PAM,molecule
2,14,-5,-8,2,3,0,-1.1,-1,COCCNc1c2c(c(C#N)c3nc4ccccc4n13)CCCC2
1,8,3,-3,0,-5,0,-2.0,2,COc1ccc(C(=O)NCc2nnc(SCC(=O)Nc3nnc(C)s3)o2)cc1OC
1,6,4,-6,6,5,-1,0.5,7,O=C(NCCOc1ccccc1Cl)c1cccc2c1C(=O)c1ccc(Cl)cc1S2(=O)=O
3,7,2,1,-6,1,-3,-0.3,-1,CCCCCCCC1CC(CSc2ncn[nH]2)OC1=O (configuration not stated)
1,8,-3,-3,6,6,3,-0.8,11,O=C1NC(C(=O)O)=CC(c2cccc(Cl)c2Cl)N1 (configuration not stated)
1,0,0,0,-5,3,1,-1.4,2,COc1ccccc1CNC(=O)c1sccc1C
1,-4,-1,7,8,1,-3,0.0,-1,O=C(c1cc(S(=O)(=O)N2CCCC2)c(Cl)cc1Cl)N1CCCC1
0,12,3,-7,-2,1,-1,-2.4,10,Cc1ccc(NC(=O)CSc2nc3ccccc3nc2N2CCCC2)cc1
2,-17,11,-19,-6,-2,-1,-0.6,11,Cc1ccc(CCNC(=O)C2CCC(=O)N(CC3CCCCC3)C2)cc1 (configuration not stated)
0,10,-2,-5,6,4,-3,-2.0,-6,O=C(CNC(=O)c1ccc(Br)cc1)N=Nc1c(O)[nH]c2ccc([N+](=O)[O-])cc12
1,0,1,15,9,-8,-1,0.1,-6,[O-][n+]1c2ccccc2c2n1CCN1CCOC21c1ccc(Cl)cc1 (configuration not stated)
4,-16,6,14,25,-8,1,4.2,-8,O=C(Nc1ccc(Cl)c(Cl)c1)NC1CCS(=O)(=O)C1 (configuration not stated)
4,-7,-2,14,0,-4,1,-1.7,-4,Cc1onc(-c2c(F)cccc2Cl)c1C(=O)NCCc1ccc(S(N)(=O)=O)cc1
8,-7,7,0,8,-5,-3,-0.4,-17,COc1ccccc1NC(=O)Nc1nn(C)c2cccc(N(C)C)c12
1,13,-2,0,9,-8,2,-1.4,3,O=C(Nc1ccc(N2CCOCC2)cc1)c1ccncc1
2,8,3,1,1,-4,4,-0.4,1,O=C(Cc1ccc(F)cc1)N1CCN(c2ccc(F)cc2)CC1
1,-13,7,14,1,0,-8,0.2,-1,CCOc1ccccc1C(=O)N(CN1CCCC1=O)c1ccc(C)c(Cl)c1
0,2,2,1,-4,3,-4,-3.5,-2,COc1ccc(S(=O)(=O)NC2CCCCC2)c(C)c1C
0,-5,5,-1,4,1,0,-0.3,8,O=C(Nc1ncnc2c1CCC2)C12CC3CC(CC(C3)C1)C2
2,0,3,2,-6,-8,-2,-1.1,6,CC(=O)N(C(C)=O)n1c(/C=C/c2ccc([N+](=O)[O-])cc2)nc2ccccc2c1=O
